# pPAFAH FP inh: pPAFAH (human) enzyme inhibition | recombinant pPAFAH, FP-rhodamine probe fluorescence polarization | inhibition, % at 3.39 µM | 1.5% of 330,000 active | AID 463082;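 active = inhibition above the mean inhibition across the screen plus 3 SD, cut at about 25% in these data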;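 note: inhibitors block binding of the rhodamine activity-based probe so polarization drops; 0% = enzyme with DMSO and 100% = wells lacking pPAFAH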
# PAFAH1B3 inh: inhibitors of human PAFAH1B3; recombinant PAFAH1B3, FP-rhodamine probe, fluorescence polarization; Q15102; 0.28% of 340,000 active; AID 492972; inhibition, % at 3.39 µM;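 active = inhibition above the screen-wide average of all tested compounds plus 3 SD, cut at about 25% in these data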;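 note: 0% = enzyme with DMSO only and 100% = wells lacking PAFAH1B3 protein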
# Target sequence (Q15102 whole entry, looked up): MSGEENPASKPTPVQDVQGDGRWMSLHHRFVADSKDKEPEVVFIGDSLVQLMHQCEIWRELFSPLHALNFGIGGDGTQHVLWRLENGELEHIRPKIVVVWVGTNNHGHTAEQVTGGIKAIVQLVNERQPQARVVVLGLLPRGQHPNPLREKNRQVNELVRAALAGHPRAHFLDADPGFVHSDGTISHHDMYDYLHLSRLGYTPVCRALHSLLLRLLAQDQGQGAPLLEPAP
# GSTO1 inh: counter-screen for RBBP9 inhibitors: inhibitors of human GSTO1; recombinant GSTO1, activity-based probe fluorescence polarization; inhibition, % at 5.96 µM; 1.1% of 300,000 active; AID 1974;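 active = inhibition above the campaign mean inhibition plus 3 SD, cut at about 35% in these data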;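 note: 0% = GSTO1-1 with DMSO and 100% = wells lacking GSTO1-1 enzyme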
# PME-1 inh: blocks human protein phosphatase methylesterase 1 | recombinant PME-1, FP-Rh probe fluorescence polarization | 0.53% of 320,000 active | Q9Y570 | inhibition, % at 5.9 µM;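 active = inhibition above the campaign mean of all compounds plus 3 SD, cut at about 26% in these data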;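 note: competitive labeling of PME-1 active site by serine hydrolase directed probe; 0% = PME-1 with DMSO and 100% = wells lacking PME-1 enzyme; inhibitors block probe labeling so polarization falls and inhibition rises; many of its hits are not listed in these tables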
# Target sequence (Q9Y570 whole entry, looked up): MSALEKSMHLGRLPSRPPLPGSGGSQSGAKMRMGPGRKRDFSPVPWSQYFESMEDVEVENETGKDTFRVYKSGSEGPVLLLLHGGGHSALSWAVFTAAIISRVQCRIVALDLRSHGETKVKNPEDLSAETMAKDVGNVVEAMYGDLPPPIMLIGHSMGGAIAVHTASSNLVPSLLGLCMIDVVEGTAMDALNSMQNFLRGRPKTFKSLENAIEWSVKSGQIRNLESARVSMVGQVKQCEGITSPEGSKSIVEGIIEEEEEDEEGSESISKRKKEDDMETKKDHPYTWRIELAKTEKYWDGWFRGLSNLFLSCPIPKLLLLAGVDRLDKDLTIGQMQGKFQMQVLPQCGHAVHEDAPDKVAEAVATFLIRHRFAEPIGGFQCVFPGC
# PAFAH2 FP inh: inhibitors of human PAFAH2; Q99487; AID 492956; inhibition, % at 3.39 µM; 0.99% of 340,000 active; recombinant PAFAH2, FP-rhodamine activity probe, fluorescence polarization;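 active = inhibition above the mean over all tested compounds plus 3 SD, cut at about 30% in these data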;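 note: inhibitors block probe labeling of enzyme so polarization drops; 0% = enzyme with DMSO and 100% = wells lacking PAFAH2 protein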
# PAFAH1B2 FP inh: blocks human PAF acetylhydrolase 1b catalytic subunit 2; P68402; 1.2% of 340,000 active; recombinant PAFAH1B2, FP-rhodamine activity probe, fluorescence polarization; inhibition, % at 3.39 µM;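 active = inhibition above the mean of all tested compounds plus 3 SD, cut at about 24% in these data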;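 note: 0% = enzyme with DMSO and 100% = wells lacking PAFAH1B2; many of its hits are not listed in these tables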
# LYPLA1 counter: LYPLA1 (human) inhibition in PME1 counter-screen. recombinant LYPLA1, FP-Rh probe fluorescence polarization. inhibition, % at 5.9 µM. 0.16% of 320,000 active. AID 2174;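 active = inhibition above the mean of all tested compounds plus 3 SD, set per campaign, cut at about 14% in these data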;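 note: inhibitors block serine hydrolase probe labeling of LYPLA1 so polarization falls; 0% = enzyme with DMSO and 100% = wells lacking LYPLA1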
# Target sequence (O75608 whole entry, looked up): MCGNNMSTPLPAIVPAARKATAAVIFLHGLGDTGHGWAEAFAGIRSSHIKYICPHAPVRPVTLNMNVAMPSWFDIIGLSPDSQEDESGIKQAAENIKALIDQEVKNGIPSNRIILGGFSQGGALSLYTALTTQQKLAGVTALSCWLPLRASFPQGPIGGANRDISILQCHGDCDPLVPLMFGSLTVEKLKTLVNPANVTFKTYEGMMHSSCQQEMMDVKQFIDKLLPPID
# Fam108B inh: Fam108B inhibition, counter-screen for RBBP9 inhibitors | inhibition, % at 9.51 µM | 0.33% of 300,000 active | recombinant Fam108B, FP-Rh probe fluorescence polarization;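 active = inhibition above the screen mean inhibition plus 3 SD, computed separately per campaign, cut at about 18% in these data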;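 note: inhibitors lower polarization as less probe binds the enzyme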
# PAD4 FP inh: blocks human protein arginine deiminase 4. recombinant PAD4, RCA probe fluorescence polarization. inhibition, % at 6.36 µM. 0.41% of 330,000 active. AID 485272;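 active = percent inhibition above a cutoff equal to the mean of all tested compounds plus 3 SD, cut at about 15% in these data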;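 note: 0% = PAD4 with RCA probe and DMSO and 100% = probe without PAD4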
# Numbers without * were called inactive; . = not tested or not shown.
molecule,pPAFAH FP inh,PAFAH1B3 inh,GSTO1 inh,PME-1 inh,PAFAH2 FP inh,PAFAH1B2 FP inh,LYPLA1 counter,Fam108B inh,PAD4 FP inh
CCCc1nnc(NC(=O)CCC(=O)NCc2ccc(OC)cc2)s1,1,-6,1,-3,-3,3,0,-1,2
COc1ccc(NC(=O)Nc2cnccn2)c(OC)c1,-1,11,5,6,5,0,1,-1,1
CC(c1ccccc1)C(CC(=O)O)C(=O)Nc1ccc(Cl)c(Cl)c1 (centres undefined),0,10,3,-1,-1,5,-2,-3,-2
Cc1ccc(S(=O)(=O)NCC2CCC(C(=O)N3CCOCC3)CC2)cc1 (centres undefined),5,8,3,-5,-2,-1,-2,1,-6
COc1ccc(OCC(=O)N/N=C(\C)c2ccc(OC)cc2)cc1,3,-3,2,6,-1,0,4,-2,-5
O=C(CSc1ccccc1)Nc1nc2ccccc2[nH]1,3,1,-5,4,5,12,1,0,3
CC1=CC(=C2C(=O)c3ccccc3C2=O)C=C(C)O1,-3,-3,3,0,4,-3,3,7,-4
CSc1ncccc1C(=O)OCC(=O)N1CCCC1,1,4,.,.,-3,8,.,.,-3
Cc1ccc(S(=O)(=O)NC(CC(=O)O)c2ccc(F)cc2)cc1 (centres undefined),0,7,0,-6,9,22,0,1,-1
COCCN(C(=O)c1snc(C(N)=O)c1N)C(C(=O)NC1CCCCC1)c1ccc(F)cc1 (centres undefined),-8,4,4,0,5,-2,0,-1,-8
CC(C)C(=O)N[C@@H]1c2ccccc2CC[C@@H]1OCc1ccccc1,8,10,.,.,-4,2,.,.,1
Cc1ccc(C)c(N2CCN(C(=O)c3ccccc3Br)CC2)c1,6,-1,6,-4,-1,4,0,-3,4
CC(C)=CCCC1(C)C=Cc2c(ccc3c2[nH]c2cc(O)c(C)cc23)O1 (centres undefined),22,14,-5,9,-9,6,-7,6,0
COc1ccccc1CNC(=O)Nc1cccs1,12,1,-8,0,-10,-1,0,7,-12
O=C(COC(=O)CCc1ccccc1)Nc1ccc(F)cc1Cl,11,-5,6,6,4,5,2,-1,-2
COC(=O)c1ccc(NC(=O)CCN2CCN(Cc3ccccc3)CC2)cc1,-3,1,4,-2,1,6,2,4,-4
CC1CN(CCOc2cccc(Oc3ccccc3)c2)CC(C)O1 (centres undefined),3,12,1,0,6,6,0,-4,1
COC(=O)C1=C(NC(=O)c2ccc(C)c(C)c2)CCS1,-1,-7,6,2,3,1,1,2,-1
CCOC(=O)c1ccc(S(=O)(=O)N2CCN(C(C)=O)CC2)cc1,-5,9,8,2,-3,3,-1,-2,-3
C=CCN=C(C)C1=C(O)C(C)OC1=O (centres undefined),-5,7,3,0,1,0,0,7,-3
CC1=CC(C)=Nc2ccccc2N1,-1,-4,-1,-5,1,4,0,-2,-1
CCCN(C(=O)COC(=O)CC1CCCCC1)c1c(N)n(Cc2ccccc2)c(=O)[nH]c1=O,3,3,1,-2,-1,4,5,2,1
O=C(COC(=O)CNC(=O)c1ccc(Cl)c([N+](=O)[O-])c1)NNC(=O)c1ccccc1F,1,6,.,-1,0,4,1,.,1
CSCc1cccc(C(=O)OC(C)C(=O)Nc2c(C)n(C)n(-c3ccccc3)c2=O)c1 (centres undefined),-6,4,.,-6,6,4,-2,.,24*
C=CCn1c(SCC(=O)OCc2ccccc2)nc2c1c(=O)n(C)c(=O)n2C,0,13,-3,2,6,-4,-1,0,-3
COc1ccc(N2CC(C)Cn3c2nc2c3c(=O)n(Cc3ccccc3F)c(=O)n2C)c(OC)c1 (centres undefined),5,8,11,0,6,1,-2,4,0
O=c1cc(CN2CCN(S(=O)(=O)c3ccccc3)CC2)nc2ccc(Cl)cn12,-2,1,.,6,-3,3,1,.,-3
CCN(CC)S(=O)(=O)c1ccc(N2CC(C(=O)NCCc3ccc(Cl)cc3)CC2=O)cc1 (centres undefined),6,6,.,9,-46,2,0,.,-2
COc1ccc(S(=O)(=O)N2CCc3ccccc32)cc1C(=O)N1CCOCC1,0,6,-5,8,3,10,0,1,2
Cc1ccc2c(c1)cc1c(=O)[nH]ncn12,2,9,3,4,5,6,1,1,0
O=C(CCn1ccnc1)Nc1cc(Cl)ccc1O,1,3,3,-2,-6,0,2,-1,-2
Cc1ccc(C(=O)N/C(=C\c2ccccc2)C(=O)NCC2CCCO2)cc1 (centres undefined),5,-2,1,1,-4,-2,1,4,-3
CCOC(=O)c1ccc(NC(=O)CC2S/C(=N/N=C3/NC(=O)CS3)NC2=O)cc1 (centres undefined),10,-1,33,-2,1,-1,1,-2,3
Cc1ccc(NC(=O)COc2ccc(C3SCCS3)cc2)cc1,-3,1,0,-13,1,-2,3,4,-7
COc1ccc(C)cc1S(=O)(=O)NCCc1ccccc1,-4,-2,8,-1,2,21,0,1,-2
CCOC(=O)c1cc(C(=O)NN)c(C)nc1C,3,0,4,1,-5,10,-3,-1,0
O=C(NCc1n[nH]c(=S)n1-c1ccccc1)c1ccc(S(=O)(=O)N2CCOCC2)cc1,5,3,6,0,-3,9,1,4,-2
S=c1[nH]c(-c2ccccc2)cn1/N=C/c1cccnc1,5,1,3,1,9,1,0,-5,-1
O=C(NCCC1CCCCN1S(=O)(=O)c1ccccc1)C(=O)NC1CCCC1 (centres undefined),2,0,-7,2,7,-1,-1,4,1
CCN(CC(=O)NCc1cccs1)S(=O)(=O)c1ccc(NC(C)=O)cc1,1,0,5,3,5,4,-5,1,6
O=c1c2ccccc2nnn1CSc1ncnc2ccccc12,5,7,-2,3,4,2,-1,5,3
CCOC(=O)N1CCN(S(=O)(=O)c2cc([N+](=O)[O-])c(C)cc2C)CC1,1,5,-1,4,0,0,-2,1,-3
O=C(O)/C(CC(=O)c1ccc(Cl)cc1)=N/Nc1ccc([N+](=O)[O-])cc1[N+](=O)[O-],35*,10,10,27*,21,20,0,12,-5
CCCc1cc(NC(=O)CCl)n(-c2ccccc2)n1,-1,12,101*,3,-10,-4,-1,1,1
O=C(NCCC(=O)N1CCN(Cc2c(F)cccc2Cl)CC1)c1ccc(Cl)cc1,3,3,.,-3,6,1,4,.,-7
CN(c1ccccc1)S(=O)(=O)c1ccccc1Br,-3,0,.,6,-3,3,2,.,-4
O=C(c1ccc(-c2nnc(-c3ccccc3)o2)cc1)N1CCCCCC1,-1,-3,-8,6,3,-2,-2,-3,5
CCCC(C(=O)c1ccccc1)n1cncn1 (centres undefined),0,-8,7,0,5,0,2,0,-5
O=C(CSc1nnnn1C1CC2CCC1C2)Nc1ccnc2ccccc12 (centres undefined),-1,0,0,-2,2,6,-4,-3,-5
C/C(=N\N1C(=O)CSC1=S)c1ccc(Br)cc1,8,0,-6,-5,0,11,-7,-7,-19
O=C(COC(=O)COc1cccc(C(F)(F)F)c1)NC1CCS(=O)(=O)C1 (centres undefined),0,2,7,5,-5,1,2,1,-3
CCOC(=O)C1CSC(CC(=O)Nc2ccc(OC(F)(F)F)cc2)C(=O)N1 (centres undefined),8,-1,3,2,-4,7,3,-2,6
Cc1nc2c(C(=O)NCc3ccc4c(c3)OCO4)cnn2c(C)c1Cc1ccc(F)cc1Cl,4,2,-1,-4,-11,3,1,-3,-4
COc1ccc(-n2c(=O)cc(N3CCc4ccccc43)[nH]c2=O)cc1,0,2,6,-1,-5,4,3,4,1
CCOC(=O)c1c(CN(C)C)n(C)c2c(O)c(N=NC(N)=O)c3ccc(Br)cc3c12,4,6,49*,11,3,1,2,8,-10
O=C(COC(=O)c1cccc(O)c1)Nc1nnc(-c2ccccc2)o1,-2,10,-6,-2,-5,6,1,-3,-8
COc1cccc(C(=O)CSc2nc3ccccc3n2CC(=O)N2CCOCC2)c1,1,-1,13,1,-5,0,-3,4,6
NS(=O)(=O)c1ccc(CCNC(=O)COC(=O)CC(c2ccccc2)c2ccccc2)cc1,8,.,2,9,.,.,1,-1,0
O=[N+]([O-])c1cccc(-c2cn(-c3ccccc3)c(=S)[nH]2)c1,2,-3,2,2,3,5,0,-5,0
CN(CC(=O)N1CCN(Cc2ccccc2)CC1)S(=O)(=O)c1cccc2nsnc12,1,11,5,-3,6,10,-1,1,2

# Next entries follow.
molecule,pPAFAH FP inh,PAFAH1B3 inh,GSTO1 inh,PME-1 inh,PAFAH2 FP inh,PAFAH1B2 FP inh,LYPLA1 counter,Fam108B inh,PAD4 FP inh
Cc1cc(=O)oc2c(CN3CCC(C)CC3)c(O)c(Cl)cc12,12,12,19,24,15,9,10,12,33*
O=C(NNC(=O)c1ccccc1[N+](=O)[O-])c1ccco1,6,3,6,0,7,3,-3,3,-3
COc1cc(/C=C(/NC(=O)c2ccccc2Cl)C(=O)O)cc(OC)c1OC,6,5,6,-1,3,6,-6,-2,0
CCOC(=O)c1ccccc1NC(=O)COC(=O)CCC1CCCC1,8,10,.,1,4,-2,-1,.,1
Clc1cccc(Nc2nc(-c3cccnc3)cs2)c1,16,15,-4,14,-6,6,5,6,-2
COc1ccccc1C(=O)NCC(=O)OCC(=O)c1ccc2c(c1)-c1ccccc1C2,4,-8,2,-14,-4,2,-4,-14,-2
O=C(O)c1cc(C(=O)C2CC2)c[nH]1,1,4,-5,2,2,3,-2,2,0
Oc1c(CN2CCN(c3ccccc3)CC2)cc(Br)c2cccnc12,1,10,38*,-5,-2,2,-2,7,-4
O=C(Nc1c(F)cccc1F)c1cnc(N2CCN(c3ccccn3)CC2)c2ccccc12,11,6,-4,-4,1,-1,-7,-5,-3
Cc1c(NC(=O)COC(=O)c2ccccc2Cl)c(=O)n(-c2ccccc2)n1C,9,5,2,-4,14,2,2,3,-1
O=C1NCCCC1C(=O)NCCN1C(=O)CCC1=O (centres undefined),0,8,3,-3,7,5,5,2,-10
O=C(Nc1nc(-c2ccc(Cl)cc2Cl)cs1)c1ccc(OCC2CCCO2)cc1 (centres undefined),-4,2,2,-12,-7,-7,-9,-30,8
Cc1ccc(S(=O)(=O)N2CCCOC2CNC(=O)C(=O)NCc2ccncc2)cc1 (centres undefined),-8,1,-1,4,0,0,-2,0,1
Cc1cccc(CCN2C(N(C)C)=NC[C@@H]2C)c1,-1,3,7,-10,-4,1,0,1,2
O=c1oc(CCCO)cc2ccc(/C=C/c3cccc([N+](=O)[O-])c3)cc12,-8,-27,.,-47,-28,-17,-11,.,-6
O=C(c1ccc2nc(N3CCOCC3)sc2c1)N1CCN(C(=O)c2ccco2)CC1,-4,-3,2,-2,-4,1,7,4,6
O=C(CSc1nnc(-c2ccccc2F)o1)N1CCCC1,4,9,6,3,2,2,-1,-2,-3
CCCC1C2C(=O)N(c3ccccc3)C(=O)C2ON1c1ccccc1 (centres undefined),0,7,6,-4,-5,5,3,3,-1
Cc1ccc(CCN2CC(C(=O)NC3CCCC3)CC2=O)cc1 (centres undefined),-6,1,1,-4,-6,5,-4,-4,-2
CCN(CC)C(=O)c1cn(-c2cccc(OC)c2)c(=O)c2ccccc12,-4,-7,-4,-5,3,-3,-5,-1,-1

# Only part of the results is shown, so the mix of outcomes need not match the whole.
